# Mtb FBA inh: inhibitors of M. tuberculosis fructose-bisphosphate aldolase; P9WQA3; purified M. tuberculosis FBA, fluorescence read-out; inhibition, % at 1 µM; 360,000 tested, 2.3% active; in the data active means inhibition above about 27%;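 further: 0% = vehicle and 100% = reference inhibitor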
# Target sequence (P9WQA3 whole entry, looked up): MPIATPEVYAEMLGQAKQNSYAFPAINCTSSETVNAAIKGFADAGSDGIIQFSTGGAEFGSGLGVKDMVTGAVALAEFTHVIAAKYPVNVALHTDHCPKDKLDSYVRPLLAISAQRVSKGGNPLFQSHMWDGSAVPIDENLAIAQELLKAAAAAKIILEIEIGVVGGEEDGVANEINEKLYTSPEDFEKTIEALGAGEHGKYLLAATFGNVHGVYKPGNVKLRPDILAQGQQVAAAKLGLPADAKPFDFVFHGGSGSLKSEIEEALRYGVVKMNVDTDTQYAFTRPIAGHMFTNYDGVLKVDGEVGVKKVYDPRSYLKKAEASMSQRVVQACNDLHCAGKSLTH
# GDH-TPI counter: counter-screen for M. tuberculosis FBA inhibitors: GDH-TPI coupled enzymes; GDH-TPI coupled enzyme counterscreen, NADH absorbance; inhibition, % at 4.8 µM; 360,000 tested, 1.2% active; AID 588335; in the data active means inhibition above about 30%;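 further: 0% = DMSO wells and 100% = wells lacking the enzyme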
# Rv3671c protease: inhibits the M. tuberculosis serine protease Rv3671c | P9WHR9 | inhibition, % at 5.96 µM | 320,000 tested, 0.048% active | AID 2606; in the data active means inhibition above about 38%;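 further: extracellular domain of Rv3671c used as enzyme; 0% = enzyme with DMSO and 100% = no enzyme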
# FadD28 FP inh: M. tuberculosis FadD28 bisubstrate binding inhibition. AID 588549. FadD28 bisubstrate probe binding, fluorescence polarization. 360,000 tested, 0.22% active. inhibition, % at 12.5 µM; in the data active means inhibition above about 8.5%, passing the limit was not always enough; inconclusive means no clear call, values can overlap the other calls
# Mtb UGM inh: blocks M. tuberculosis UGM enzyme. 320,000 tested, 0.06% active. inhibition, % at 10 µM. AID 504406. purified UGM, fluorescence polarization probe displacement; in the data active means inhibition above about 10%, passing the limit was not always enough; inconclusive means no clear call, values can overlap the other calls
# Target sequence (P9WIQ1 whole entry, looked up): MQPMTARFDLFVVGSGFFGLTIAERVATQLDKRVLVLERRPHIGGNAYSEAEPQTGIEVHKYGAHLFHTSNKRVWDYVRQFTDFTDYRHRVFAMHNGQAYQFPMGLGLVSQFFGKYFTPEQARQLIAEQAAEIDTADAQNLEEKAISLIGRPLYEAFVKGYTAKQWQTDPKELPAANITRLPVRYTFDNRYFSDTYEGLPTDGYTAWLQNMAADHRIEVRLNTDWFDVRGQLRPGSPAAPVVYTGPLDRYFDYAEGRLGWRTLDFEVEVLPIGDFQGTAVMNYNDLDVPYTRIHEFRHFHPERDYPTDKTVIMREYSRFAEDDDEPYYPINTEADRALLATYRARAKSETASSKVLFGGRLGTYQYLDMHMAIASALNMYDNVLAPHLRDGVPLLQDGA
# BoNT-F LC inh: blocks Botulinum neurotoxin F light chain protease. Multiplex microsphere protease cleavage assay, flow cytometry. inhibition, % at 10 µM. 360,000 tested, 0.22% active; in the data active means inhibition above about 35%, passing the limit was not always enough; inconclusive means no clear call, values can overlap the other calls; further: plate controls were buffer without enzyme for full effect and enzyme alone for no effect
# MazEF act: activators of E. coli MazEF toxin-antitoxin RNase; activation, % at 20 µM; FAM/BHQ RNA-DNA oligo cleavage fluorescence, 5 h; AID 504720; 350,000 tested, 0.32% active; P0AE70; in the data active means activation above about 50%
# Target sequence (P0AE70 whole entry, looked up): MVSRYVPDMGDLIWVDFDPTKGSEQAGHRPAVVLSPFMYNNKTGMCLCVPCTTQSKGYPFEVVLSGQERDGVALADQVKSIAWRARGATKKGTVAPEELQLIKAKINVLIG
# PrPC TRFRET: inhibitors of human cell surface prion protein PrPC | P04156 | inhibition, % at 13.8 µM | 370,000 tested, 0.43% active | TR-FRET read-out | AID 720596; in the data active means inhibition above about 24%; further: 0% = median of the test wells and 100% = reference compound wells
# Mtb BioA inh: inhibitors of Mycobacterium tuberculosis BioA enzyme | inhibition, % at 9.99 µM | purified M. tuberculosis BioA enzyme, plate reader | AID 602481 | 360,000 tested, 0.096% active; in the data active means inhibition above about 40%; inconclusive means no clear call, values can overlap the other calls
# Active calls of the source: *; ? = inconclusive; · = not tested or not shown; + = active, no number; & = joins results of further samples.
# Values run as follows: Mtb FBA inh	GDH-TPI counter	Rv3671c protease	FadD28 FP inh	Mtb UGM inh	BoNT-F LC inh	MazEF act	PrPC TRFRET	Mtb BioA inh
- CCN1C/C(=N\S(=O)(=O)/N=C2\CN(CC)C(=O)N2CC)N(CC)C1=O
  1	-3	4	-3.2	1.2	9	0	2	-0.9
- COc1ccc(NS(=O)(=O)c2ccc3oc(SC(C)C(N)=O)nc3c2)cc1 (stereo unspecified)
  1	1	-11	-3.0	2.4	8	-5	11	2.1
- COC(=O)c1ccn(-c2nc(-c3ccco3)cc(C(F)(F)F)n2)n1
  13	19	2	-2.9	1.2	4	2	-10	-0.4
- COc1cccc(N=Nc2c(N)[nH]n3c(=O)cc(-c4ccccc4)nc23)c1
  -6	-1	10	-6.0	-1.4	18	-6	-9	0.1
- CCCCC(=O)Nc1nc(C)c(C(C)=O)s1
  0	7	-1	2.1	-2.0	-7	-7	10	2.2
- CCOC(=O)c1c(-c2ccc(OC)cc2)nc2nonc2c1N
  0	7	7	-2.0	-4.3	-5	-2	-43	5.4
- CC(C)(C)C(=O)Nc1nnc(SCC(=O)Nc2ccc3c(c2)OCO3)s1
  0	-11	-12	-1.1	0.1	-6	2	15	·
- COc1ccc(-c2nc(SCC(=O)NC3CCCCC3)n[nH]2)cc1
  0	-8	·	-3.6	2.0	-7	-4	9	0.2
- COc1ccc(Cl)c(-c2cc(C(=O)NC(C)C)[nH]n2)c1
  1	8	·	-3.3	·	-6	·	4	-0.7
- Cc1cc(C(=O)NCC(=O)OCC(=O)Nc2ccc(OC(F)F)cc2)ccc1[N+](=O)[O-]
  2	7	4	-2.5	1.5	0	7	-11	·
- CN(C)CCCN(C(=O)c1cccs1)c1nc(-c2ccccc2)cs1
  7	-1	-5	·	0.4	-14	10	-8	2.6
- Cc1[nH]nc(-c2ccc(OCc3cnn(-c4ccccc4)c3)c(C)c2O)c1Oc1ccccc1
  0	0	3	-1.5	2.9	-10	13	-8	0.2
- CCOC(=O)C1=CCN(S(=O)(=O)c2ccc(Br)cc2)C1c1ccc(C)cc1 (stereo unspecified)
  1	·	·	-2.7	·	-8	·	8	-0.7
- Cc1c(/C(O)=C2\C(=O)C(=O)N(CCN(C)C)C2c2cccnc2)cnn1-c1ccccc1 (stereo unspecified)
  -2	9	0	0.0	-5.6	-7	-7	-4	3.5
- Cc1ccc(NC(=O)COn2nnc3ccc(S(=O)(=O)N(C)C)cc32)cc1F
  5	1	-3	-0.9	-0.6	-10	3	10	1.5
- FC(F)(F)Oc1ccc(C2NCc3ccccc3-n3cccc32)cc1 (stereo unspecified)
  -3	-5	-1	-4.8	0.1	-14	-4	-6	0.1
- C#CCSc1nc2sc3c(c2c(=O)n1C)CCC3
  1	0	2	-1.6	1.0	8	-20	-8	-0.4
- CCCc1n(CC(O)COCc2ccccc2)c2ccccc2[n+]1C (stereo unspecified)
  -4	1	4	0.4	-0.4	5	7	3	·
- O=C(CSc1nc(-c2ccccc2)cc(C(F)(F)F)n1)NCc1ccco1
  -2	2	-1	-3.7	0.4	-5	-3	1	0.8
- CC1(C)N=C(SCC(=O)Nc2ccc(Cl)cc2Cl)C(c2ccccc2)=N1
  -7	9	-4	-1.2	2.6	-12	-3	-1	0.0
- CCC(=O)N(Cc1cc2ccccc2[nH]c1=O)c1ccccc1OC
  3	14	4	0.3	1.7	8	3	8	-0.1
- Cc1cc(Nc2ccccc2)nc2cc(O)ccc12
  11	30	4	-1.0	1.6	-10	11	0	1.0
- CC(C)c1ccc2[nH]c3nc(SCC(=O)NC4CC4)nnc3c2c1
  4	16	-17	-1.2	3.3	12	-9	5	·
- O=C(NC1=NCCS1)c1ccccc1Cl
  2	-4	2	0.3	1.2	0	5	-6	0.1
- CC12CCC(=O)N1C(C(=O)NCCN1C(=O)S/C(=C\c3ccccc3Cl)C1=O)CS2 (stereo unspecified)
  -3	16	-8	·	-2.8	2	-2	3	-0.9
- CC1CCN(CCn2c(=S)[nH]c3ccccc3c2=O)CC1
  0	11	-8	-0.2	-0.5	?	11	-3	7.3
- Cc1ccccc1NC(=O)CC1SC(=O)N(c2ccccc2)C1=O (stereo unspecified)
  -1	12	-7	-5.5	1.4	-2	6	9	-2.2
- c1ccc(-c2nnc(N3CCN(c4ccccc4)CC3)nc2-c2ccccc2)cc1
  0	8	3	-0.7	-1.0	·	0	-4	-2.7
- Cc1nnc(SCC(=O)N(C)C2CCCCC2)s1
  -8	-6	3	-3.1	2.4	2	-3	3	·
- Cc1c(C(=O)Nc2cc(S(=O)(=O)N3CCOCC3)ccc2N2CCN(C)CC2)oc2ccccc12
  3	-13	-8	-5.5	0.6	2	10	-5	·
- O=S1(=O)C[C@@H](O)[C@@H](Nc2ccc(Cl)cc2)C1
  2	-11	-1	-2.3	1.4	-3	-5	7	-0.3
- N#Cc1c(-c2ccccc2)cc(C2CC2)nc1SCC(=O)O
  1	-5	-1	-4.1	3.6	-3	-1	-2	8.0
- O=C(CSc1ncn[nH]1)Nc1nc2c(F)c(F)c(F)cc2s1
  1	-4	·	-3.4	·	-2	-7	-1	-1.0
- CC(C)(C(=O)N1CCC1(C)C(=O)NS(=O)(=O)c1ccccc1Cl)c1ccccc1 (stereo unspecified)
  6	16	·	-0.5	·	-4	·	6	-2.0
- COC(=O)c1ccccc1NC(=O)NCCc1ccc(OC)c(OC)c1
  1	0	-4	-0.9	-0.7	-2	10	-1	·
- N#CC(C#N)=Cc1cc2ccccc2nc1N1CCCCC1
  3	10	-1	-1.5	1.3	12	-32	1	·
- COCCN(C(=O)COC(=O)c1cc(C)oc1C)c1c(N)n(Cc2ccccc2)c(=O)[nH]c1=O
  -3	-14	-3	-1.4	1.7	-9	6	-6	0.8
- CCOC(=O)c1c(C)oc2cc(Sc3ccccc3)c(O)c(O)c12
  -6	-14	-4	-1.6	-1.3	·	-18	-7	-0.6
- O=C(NC(=S)NCc1ccco1)c1ccccc1[N+](=O)[O-]
  0	6	0	-1.5	4.2	5	7	-6	0.1
- Cc1ccc(C)c(Nc2nc3nonc3nc2N2CCOCC2)c1
  1	12	-3	-0.9	2.3	-2	10	-12	0.7

# Only Rv3671c protease and FadD28 FP inh, for some of the entries so far:
smiles,Rv3671c protease,FadD28 FP inh
CC1CCN(CCn2c(=S)[nH]c3ccccc3c2=O)CC1,-8,-0.2
COc1cccc(N=Nc2c(N)[nH]n3c(=O)cc(-c4ccccc4)nc23)c1,10,-6.0

# Carrying on.
# Values run as follows: Mtb FBA inh	GDH-TPI counter	Rv3671c protease	FadD28 FP inh	Mtb UGM inh	BoNT-F LC inh	MazEF act	PrPC TRFRET	Mtb BioA inh
- Cc1ccc2nc(Cl)c(C3CC(c4cccs4)=NN3S(C)(=O)=O)cc2c1 (stereo unspecified)
  1	7	-2	1.0	-1.0	-1	9	11	·
- CCOCCCn1cnc2c3cc(F)ccc3n(C)c2c1=O
  31*	9	4	-2.5	-1.2	1	2	3	-0.8
- Cc1ncc(CSc2nccc(=O)[nH]2)c(CO)c1O
  7	-1	-2	-2.3	-3.1	-13	6	-9	-0.2
- CCOc1ccccc1CNCC1CCCO1 (stereo unspecified)
  0	-3	4	-5.0	2.4	-4	3	4	-1.1
- CCc1ccc(C(=O)Cn2ncc(Cl)c(Cl)c2=O)cc1
  2	9	-9	-1.7	1.1	6	-8	-3	-2.4
- CCOc1cc(C(c2c(C)[nH][nH]c2=O)c2c(C)[nH][nH]c2=O)cc([N+](=O)[O-])c1O
  -4	13	-5	-0.6	-0.8	10	-8	-11	-1.1
- Cc1ccc(Cn2c(C(C)Nc3nc(-c4ccc(Cl)c([N+](=O)[O-])c4)cs3)nc3cc(C(F)(F)F)ccc32)cc1 (stereo unspecified)
  -2	10	-11	-3.9	3.6	-1	5	3	-1.6
- CC(C)[C@H]1CN(C)CCN1Cc1cn(C)nc1-c1cccc(Cl)c1
  4	-4	-6	-1.3	-1.4	-5	1	-1	0.4
- O=C(Nc1ccc(Br)c(C(F)(F)F)c1)c1ccc(C(F)(F)F)cc1
  -2	-13	-121	-6.6	2.1	2	5	-4	2.6
- Cc1ccc([C@@H]2[C@@H]3C(=O)N(C)C(=O)[C@@H]3[C@]3(Cc4ccccc4)C(=O)N(Cc4ccccn4)CC(=O)N23)o1
  -2	-3	-5	0.6	-2.0	2	10	-3	0.8
- NS(=O)(=O)OCCCCCc1ccccc1
  -1	-2	-10	-0.5	2.9	0	8	3	1.1
- C[C@@H]1CCCCO[C@H](CN(C)Cc2ccc(Cl)c(Cl)c2)[C@H](C)CN([C@@H](C)CO)C(=O)c2cc(NC(=O)Nc3ccc(F)cc3)ccc2O1
  3	3	·	0.5	·	-12	-3	-6	-1.0&3.7
- FC(F)(F)c1cc(N2CCOCC2)nc(-c2ccccc2)n1
  1	-1	0	-1.8	0.5	2	-2	5	-1.2
- O=c1oc2ccccc2c2c1C(O)CO2 (stereo unspecified)
  2	0	-5	0.3	2.1	1	3	-1	0.2
- Cc1ccc(NC(=O)CCCn2nc(C)c3c(C)n(-c4ccccc4)nc3c2=O)c(Cl)c1
  -1	-4	-2	-4.7	-0.9	-11	-38	2	0.3
- Cc1ccc(S(=O)(=O)N2CCOCC2)cc1C(=O)OCC(=O)Nc1ccc(Cl)cn1
  -1	8	·	-1.2	·	-16	-4	4	-1.1
- O=C(O)C1CCCCC1C(=O)NCCCN1CCOCC1 (stereo unspecified)
  -4	4	10	-2.7	3.0	-6	0	2	1.5
- O=C(/C=C/c1ccccc1)Nc1cc(S(=O)(=O)N2CCOCC2)ccc1N1CCCC1
  1	2	-6	0.1	-0.3	2	-10	-5	·
- CCOC(=O)c1c(C)nc2sc3c(=O)n(-c4ccc(C(C)=O)cc4)cnc3c2c1-c1ccc(OC)cc1
  -2	8	8	?	0.4	3	14	-4	-0.9
- N/C(=N\OC(=O)c1cccc(F)c1)c1ccccc1
  1	13	5	0.8	1.2	11	-2	-1	·
- Cn1cc([N+](=O)[O-])c(C(=O)Nc2nccs2)n1
  -1	6	-4	-0.8	0.6	0	8	-6	·
- COC(=O)c1ccc(OC)c(CSc2nnc(-c3ccc(C(C)(C)C)cc3)o2)c1
  ·	·	1	·	-3.0	·	-15	-5	·
- CC1CCN(c2nc(NCc3ccco3)nc(N)c2[N+](=O)[O-])CC1
  0	21	-11	-3.7	1.6	-5	0	-5	5.6
- O=C(Nc1ccn([C@H]2CC[C@@H](CO)O2)c(=O)n1)c1ccccc1
  -1	3	8	-0.9	0.5	-9	2	-7	·
- CC(C)C(NC(=O)c1ccccc1F)C(=O)NCCCn1ccnc1 (stereo unspecified)
  -2	0	5	-2.5	-3.0	-12	2	-3	0.1
- O=C(Nc1ccc(Cl)c([N+](=O)[O-])c1)C(NCCCO)c1ccccc1 (stereo unspecified)
  0	2	-5	-2.6	0.1	0	-1	-14	1.7
- Cc1cccc(CSCCNC(=O)Nc2ccccc2)c1
  0	4	-6	1.0	1.4	0	-2	-4	·
- COCCNC(=O)c1cc2c(=O)n3cccc(C)c3nc2n(Cc2ccncc2)c1=N
  +	12	-3	-1.3	2.7	1	-1	-35	11
- COc1ccc(CN(Cc2cc3cccc(C)c3n3nnnc23)C(=O)N2CCOCC2)cc1
  -7	-4	-7	-2.3	-0.1	-6	13	8	·
- CC(=O)C1=C(O)C(=O)N(c2nccs2)C1c1ccc(F)cc1 (stereo unspecified)
  3	27	2	-2.8	0.4	2	1	-4	-1.5
- c1cncc(-c2nnc3sc(C4CCCCC4)nn23)c1
  4	-2	4	-2.7	3.1	1	4	4	9.2
- COc1ccc(NC(=O)CCNS(=O)(=O)c2cccc3nonc23)c(OC)c1
  -3	-4	3	-1.3	1.0	2	5	-32	1.2
- CC(C)CNS(=O)(=O)c1ccc(C(=O)Nc2ccc3c(c2)OCCO3)cc1
  2	11	2	0.3	1.4	0	5	15	·
- COCCCn1c(C(=O)N2CC(C)OC(C)C2)cc2c(=O)n3cccc(C)c3nc21 (stereo unspecified)
  74*	27	-11	3.9	0.0	1	-3	·	0.7
- Cn1cccc1CC(=O)N/N=C/C=C/c1ccco1
  1	29	8	-0.9	-2.1	-9	-22	1	·

# Screening data from PubChem.
